# Akt phos inh – HTS Assay for Inhibitors of Akt Phophorylation: Primary Screen; Neuro2A IGF-stimulated pAkt S473 HTRF, 20 min; active compounds read low; activity change, % for hits at 50 µM; actives 0.32% (n = 360,000); in the data active means activity change below about -80%; inconclusive means mostly about -51% to -80%; further: on the % scale 0 is the no-effect control and ±100 the full control effect
#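 Single-point screen (50 µM final compound) in Neuro2A cells stimulated 20 min with 6 nM IGF at 37 deg C. After lysis, Ser473-phosphorylated Akt read by HTRF (ex 330 nm, em 615/665 nm) as the 665/615 ratio.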
# MmCpn inh – Inhibitors of TCP-1 ring complex (TRiC) of Methanococcus maripaludis (MmCpn): qHTS | Chaperonin Mm-Cpn (Methanococcus maripaludis) | purified Mm-Cpn ATPase, ADP Transcreener TR-FRET | Potency, µM (doses to about 76.9 µM), for the others: top-dose activity, negative = inhibition, actives largely listed as inhibitors | actives 0.031% (n = 330,000); further: potency means the concentration at half of the fitted maximal effect; on the % scale 0 is the no-effect control and ±100 the full control effect; nearly all actives have a fitted effect of over 80% in size
#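 25 nM Mm-CPN + cpd, 10 min 37°C; + 10 uM ATP, 30 min 37°C; buffer 30 mM Tris pH 7.4, 100 mM KCl, 5 mM MgCl2, 1 mM DTT; Transcreener ADP HTRF detection 30 min RT.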
# CCT modulator – High-Throughput Screening for Modulators of Cytosolic Chaperonin Activity. purified chaperonin ATPase assay, HTRF ADP detection, 30 min. actives 0.3% (n = 360,000). activity change, % (test concentration not listed), hits read low; in the data active means activity change below about -30%; further: on the % scale 0 is the no-effect control and ±100 the full control effect
#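 We incubate TRiC, 40 or 20 nM final, with library compounds at 76 uM and 10 uM ATP for 30 min at 37 °C. ADP formed is detected with Transcreener HTRF reagents after 30 min at room temperature.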
# Abeta yeast res – qHTS for compounds that reverse cellular toxicity of Amyloid beta (A-beta) peptide in yeast: Primary Screen; Potency, µM (doses to about 46.1 µM), for inactives: top-dose growth rescue, usual class: activators; actives 0.063% (n = 410,000); yeast expressing A-beta42, growth rescue, OD600, 48 h; response scale: 0% DMSO, 100% iron-clioquinol control; further: potency means the concentration at half of the fitted maximal effect; nearly all actives have a fitted effect of over 55% in size
#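 Yeast A-beta toxicity model in growth medium with pinned compounds, 48 h at 30 C; growth read as absorbance at 600 nm. Normalized to FeCl3/clioquinol equimolar mix (positive) and DMSO (negative).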
# Nrf2 ARE act – qHTS of Nrf2 Activators. Potency, µM (doses to about 46.1 µM), for inactives: at the highest dose activation, actives largely listed as activators. actives 0.31% (n = 410,000). AREc32 ARE-luciferase reporter (MCF7-derived line), luminescence, 24 h; further: potency means the concentration at half of the fitted maximal effect; % of control where 0% means no effect; nearly all actives have a fitted effect of over 65% in size
#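 AREc32 cells carrying an ARE-driven firefly luciferase, 1000 cells/well in OPTI-MEM with 5% FBS, dosed after overnight attachment and incubated 24 hr at 37 deg C. Steady-Glo luminescence read after 30 min at RT.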
# Nrf2 block – Nrf2 qHTS screen for inhibitors | Potency, µM (doses to about 46 µM), for the others: at the top dose activity change, negative = inhibition, most hits filed as inhibitors | actives 2.1% (n = 360,000) | A549 ARE-Fluc reporter, luciferase luminescence, 18-24 h; further: potency means the concentration at half of the fitted maximal effect; on the % scale 0 is the no-effect control and ±100 the full control effect; nearly all actives have a fitted effect of over 60% in size
#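 Quantitative HTS in A549 cells stably bearing an antioxidant response element-firefly luciferase construct. Inhibition of Nrf2-driven transcription was scored by luminescence after 18-24 h of compound exposure at 37 °C.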
# TGFb inhibitor – qHTS for Inhibitors of TGF-b. HepG2 CAGA-GFP TGF-b/SMAD3 reporter, GFP fluorescence, 18 h; TGF-beta stimulated, 500 pg/mL final. Potency, µM (doses to about 46.1 µM), for inactives: at the highest dose activity, negative = inhibition, hits mostly inhibitors. actives 1.2% (n = 410,000). AID 588855, 2011; further: potency means the concentration at half of the fitted maximal effect; on the % scale 0 is the no-effect control and ±100 the full control effect; nearly all actives have a fitted effect of over 65% in size
#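 Per well, imaged GFP fluorescence of HEPG2 CAGA-GFP cells gives the signal; cells get compound, then TGF-beta (500 pg/mL final), 18 h at 37 degrees C; %Activity versus -TGF-beta and +DMSO controls.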
# A549 viability – Nrf2 qHTS screen for inhibitors: counterscreen for cytotoxicity | A549 ARE-Fluc cells, CellTiter-Fluor viability, 18-24 h | Potency, µM (doses to about 46 µM), for inactives: top-dose activity change, negative = cytotoxicity, hits mostly inhibitors | actives 0.16% (n = 390,000); further: potency means the concentration at half of the fitted maximal effect; on the % scale 0 is the no-effect control and ±100 the full control effect
#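 Cytotoxicity counterscreen: CellTiter-Fluor fluorescence was measured in A549 ARE_Fluc cells after 18-24 h of compound exposure in a concentration series. The subsequent BugLite luminescent read reports ARE-luciferase activity.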
# HepG2 viability – qHTS for Inhibitors of TGF-b: Cytotox Counterscreen; HepG2 CAGA-GFP viability, ATP luminescence, 18 h; Potency, µM (series often up to 46.1 µM), for the others: top-dose activity change, negative = cytotoxicity, actives largely listed as cytotoxic; actives 0.76% (n = 410,000); AID 588856, 2011; further: potency means the concentration at half of the fitted maximal effect; some results filed as inactive show a strong effect at the top dose
#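 HepG2 CAGA-GFP cells (1000/well, DMEM with 1% FBS) received compound, then TGF-beta at 500 pg/mL final, and were incubated 18 hours at 37 degrees C. Viability was read by CellTiter-Glo luminescence. Media-only wells were set as complete cell-killing and DMSO as no toxicity.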
# * marks the source's active call; other numbers are inactive results; i = inactive; ? = inconclusive; / = no result given; [ ] = remark or other dose. Unless noted, the call rests on the fitted dose curve; in most records, active means well fitted curve in the direction sought with a large enough effect; inconclusive means small, poorly fitted or top-dose-only effect, or another doubt; inactive means no such curve, though single readings can be large; an effect the other way counts as inactive or inconclusive.
SMILES,Akt phos inh,MmCpn inh,CCT modulator,Abeta yeast res,Nrf2 ARE act,Nrf2 block,TGFb inhibitor,A549 viability,HepG2 viability
CCCCNC(=O)COC(=O)c1c2c(nc3ccccc13)CCC2,i,-1%,-6.7,-14%,0.4%,-21%,-16%,0%,-32%
COc1cc(-c2cc(C(=O)Nc3ccc(S(=O)(=O)Nc4ncccn4)cc3)c3ccccc3n2)cc(OC)c1OC,i,-1%,-2.4,7%,-1.1%,0%,-2%,0%,-10%
N#Cc1cccnc1N1CCN(C(c2ccnc3ccccc23)c2nnnn2-c2ccc3c(c2)OCCO3)CC1 (stereo not drawn),i,/,0.6,2%,0.6%,/,/,/,/
COC(=O)c1ccccc1S(=O)(=O)N1CCC(NC(=O)c2ccccc2)CC1,i,-2%,-8.7,-5%,-1.3%,-2%,-11%,2%,-31%
CC(O)CNc1nc2sc3c(c2c(=O)n1CCc1ccccc1)CCCCC3 (stereo not drawn),i,-14%,-11,-28%,4.3%,31%,?,0%,-39%
O=[N+]([O-])c1ccc(S(=O)(=O)c2cccc(C(F)(F)F)c2)nc1,i,/,-2.9,-88%[inhibitor],-3.0%,?,6.3µM*,?,13µM*
CC(CCc1ccccc1)NC(=O)C1CCN(S(=O)(=O)c2cnc[nH]2)CC1 (stereo not drawn),i,-1%,1.6,9%,-1.0%,6%,3%,5%,-3%
CN(CC(=O)Nc1ccc(Cl)cc1)CC(=O)N1CCc2ccccc21,i,/,1.7,-7%,0.2%,/,5%,/,4%
COc1ccc(-c2cc3nc(NCCN4CCCC4)n(C)c(=O)c3s2)cc1OC,i,/,-0.8,-13%,4.1%,/,20%,/,-19%
C=Cc1ccc(CN2C(=O)N(c3ccc(C)c(C)c3)S(=O)(=O)c3ccccc32)cc1,/,/,/,4%,-0.2%,/,?,1%,-3%
Cc1ccc(CN2CCN(Cc3cnn(-c4ccc(F)cc4)c3)CC2CCO)o1 (stereo not drawn),i,0%,2.6,-21%,3.7%,?,-10%,0%,1%
COC(=O)c1[nH]c2c(c1C)C(=O)CCC2,i,0%,-0.4,15%,0.4%,6%,-10%,3%,-9%
CCOC(=O)c1c(-c2cccc([N+](=O)[O-])c2)cn2ccccc12,i,2%,-2.1,24%,6.7%,-10%,-25%,-1%,-22%
O=C(NCc1ccccc1)c1ccc(NC(=O)c2ccccc2F)cc1,i,-1%,-1.9,6%,-0.5%,-1%,17%,0%,7%
CC1CCN(Cc2csc(N)n2)CC1,i,1%,1.1,1%,0.1%,-6%,26%,-2%,2%
COc1cccc(N2CCN(S(=O)(=O)c3ccc4c(c3)NC(=O)C(C)C(=O)N4)CC2)c1 (stereo not drawn),i,0%,-2.6,6%,-0.2%,6%,-15%,0%,4%
O=C(CCNS(=O)(=O)c1ccc(Cl)cc1)N1CCCC1,i,1%,2.5,-8%,-1.1%,-2%,0%,8%,-1%
O=C1c2oc3ccc(F)cc3c(=O)c2C(c2cccc(O)c2)N1CCCN1CCOCC1 (stereo not drawn),i,-2%,-0.5,2%,3.7%,6%,-3%,7%,-5%
COc1cc2oc(=O)cc(-c3cccc(-c4ccc(C(F)(F)F)cc4)c3)c2c(OC)c1OC,i,3%,-2.1,-2%,4.4%,-13%,?,8%,-28%
C=CCc1ccc(OCCOCCNCCCC)c(OC)c1,i,-1%,-4.1,-2%,-0.1%,6%,12%,1%,-11%
Cc1ccc(Cl)cc1NC(=O)c1cc2c(=O)n3cccc(C)c3nc2n1C,/,/,/,0%,-0.4%,-5%,-23%,0%,-7%
CCOc1cccc(CN2CCC(n3nccc3NC(=O)C3CCCC3)CC2)c1,i,-1%,0.6,-7%,0.4%,2%,0%,4%,2%
C=CCN(CC=C)S(=O)(=O)c1ccc(NC(=S)NC(=O)/C=C/c2cccc3ccccc23)cc1,i,1%,-1.8,-13%,-0.6%,/,7%,-2%,-16%
CCOC(=O)c1c(C)oc2ccc(N(C(C)=O)S(=O)(=O)c3c(C)cc(C)cc3C)cc12,/,/,/,-21%,-0.7%,-4%,7%,-1%,-10%
Cc1ccc(Cn2c(CNS(=O)(=O)c3ccc(F)c(Cl)c3)nc3cccnc32)cc1,/,/,/,-18%,8.7%,/,-27%,-1%,-28%
O=C(COC(=O)c1ccco1)c1ccc2ccccc2c1,i,-5%,-2.0,8%,21%,?,4%,8%,12%
Cc1ccc(CN2CCN(Cc3ccc(-n4cccn4)cc3C)CC2CCO)cc1 (stereo not drawn),i,6%,1.0,-4%,5.9%,16%,-18%,-2%,-7%
Cc1noc(NS(=O)(=O)c2ccc(N3Cc4ccccc4C3=O)cc2)c1C,i,-1%,5.2,3%,2.5%,?,-2%,12%,0%
COc1ccccc1NC(=O)CSc1nncs1,i,-1%,-1.1,-1%,8.9%,?,16%,3%,-16%
CCc1ccc(/C=C2/C(=O)N(c3ccccc3)C(=S)N2CC(=O)OC)s1,i,-1%,-4.1,22%,-0.2%,?,-39%,?,-36%
COc1ccc(CNC(=O)c2ccc3[nH]c(C)c(C)c3c2)c(OC)c1,/,/,/,1%,4.7%,27%,-8%,-4%,-26%
CCOC(=O)c1c(C)[nH]c(C(=O)COC(=O)CCNS(=O)(=O)c2ccc(NC(C)=O)cc2)c1C,i,-2%,-0.4,-13%,-0.7%,3%,-3%,0%,-5%
Cc1ccc(N(Cc2ccccc2F)S(C)(=O)=O)cc1C,i,0%,-2.0,14%,-0.1%,0%,12%,-18%,-11%
CSc1ncccc1C(=O)OCC(=O)NC1CC1,i,-2%,-4.5,13%,3.5%,2%,-9%,-5%,0%
N/C(=N\OC(=O)/C=C/c1ccccc1Cl)c1ccccn1,i,3%,-0.3,-17%,22%,?,-3%,1%,1%
COc1cccc(OCCOc2c(OC)cccc2OC)c1,i,1%,1.7,16%,-0.6%,30%,-10%,15%,-6%
CC(NC(=O)c1ccc2c(c1)OCO2)C(c1cccs1)N1CCN(c2ccccc2)CC1 (stereo not drawn),i,1%,-1.8,7%,-0.1%,-17%,8%,-16%,15%
O=S(=O)(c1ccc(Cl)nc1)N1CCOCC1,i,-3%,0.3,-1%,-0.1%,15%,18%,1%,15%
CC(C)(C)c1ccc(C(=O)Nc2sc3c(c2C(=O)O)CCC3)cc1,i,-4%,-0.4,1%,-1.5%,?,-3%,-20%,-6%
COc1ccc(NC(=O)CN2CCN(S(=O)(=O)c3ccc(Br)cc3)CC2)c(OC)c1,i,0%,1.3,3%,-0.6%,-10%,-4%,-6%,4%
CNS(=O)(=O)c1ccc(NC(=O)c2ccoc2C)cc1,i,1%,0.8,-8%,2.8%,?,13%,-3%,1%
CCCN(CC(=O)Nc1ccccc1OC)C(=O)c1ccc(S(=O)(=O)Nc2ccccc2)cc1,i,0%,1.0,2%,0.2%,14%,-10%,-4%,9%
Cc1ccc(C)c(NC(=S)NNC(=O)c2cc3c(s2)CCC(C)C3)c1 (stereo not drawn),i,0%,-3.8,6%,0.3%,10%,?,2%,-25%
CC1(C)C(=O)Nc2ccccc2N1C(=O)COC(=O)c1ccc([N+](=O)[O-])o1,i,0%,-1.2,0%,4.0%,-13%,?,3%,-53%
O=C(O)CNC(=O)CC1S/C(=N/N=C2/NC(=O)CS2)NC1=O (stereo not drawn),i,-11%,0.2,-8%,0.3%,9%,0%,0%,-14%

# 9 entries from above, sorted by molar mass, highest first.
SMILES,Akt phos inh,MmCpn inh,CCT modulator,Abeta yeast res,Nrf2 ARE act,Nrf2 block,TGFb inhibitor,A549 viability,HepG2 viability
CCCN(CC(=O)Nc1ccccc1OC)C(=O)c1ccc(S(=O)(=O)Nc2ccccc2)cc1,i,0%,1.0,2%,0.2%,14%,-10%,-4%,9%
CC(NC(=O)c1ccc2c(c1)OCO2)C(c1cccs1)N1CCN(c2ccccc2)CC1 (stereo not drawn),i,1%,-1.8,7%,-0.1%,-17%,8%,-16%,15%
Cc1ccc(C)c(NC(=S)NNC(=O)c2cc3c(s2)CCC(C)C3)c1 (stereo not drawn),i,0%,-3.8,6%,0.3%,10%,?,2%,-25%
CC1(C)C(=O)Nc2ccccc2N1C(=O)COC(=O)c1ccc([N+](=O)[O-])o1,i,0%,-1.2,0%,4.0%,-13%,?,3%,-53%
O=C(O)CNC(=O)CC1S/C(=N/N=C2/NC(=O)CS2)NC1=O (stereo not drawn),i,-11%,0.2,-8%,0.3%,9%,0%,0%,-14%
CC(C)(C)c1ccc(C(=O)Nc2sc3c(c2C(=O)O)CCC3)cc1,i,-4%,-0.4,1%,-1.5%,?,-3%,-20%,-6%
N/C(=N\OC(=O)/C=C/c1ccccc1Cl)c1ccccn1,i,3%,-0.3,-17%,22%,?,-3%,1%,1%
CSc1ncccc1C(=O)OCC(=O)NC1CC1,i,-2%,-4.5,13%,3.5%,2%,-9%,-5%,0%
O=S(=O)(c1ccc(Cl)nc1)N1CCOCC1,i,-3%,0.3,-1%,-0.1%,15%,18%,1%,15%

# Individual results from the entries so far.
# In Nrf2 ARE act, `CC1(C)C(=O)Nc2ccccc2N1C(=O)COC(=O)c1ccc([N+](=O)[O-])o1` is listed with 4.0%
# In Nrf2 ARE act, `Cc1ccc(C)c(NC(=S)NNC(=O)c2cc3c(s2)CCC(C)C3)c1` (stereo not drawn) is listed with 0.3%

# Screening data: PubChem, National Center for Advancing Translational Sciences (NCATS)
